CSN inh = inhibitors of CSN-mediated cullin deneddylation, primary screen, biochemical, fluorescence polarization, uHTS | inhibition, % at 12.5 µM | Purified CSN, SCF-Nedd8-OG deneddylation | COP9 signalosome complex subunit 5 (Homo sapiens), Q92905 | 360,000 compounds, 0.38% hits;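 active = pattern-corrected inhibition above about 35%, with an unprinted fluorescence ratio check between 0.5 and 1.5, limit read from the data, passing the limit was not always enough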;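 also: 0% = enzyme with substrate and 100% = substrate without enzyme; some results filed as inactive read as strong as hits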
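Assay system: purified human Csn5 enzyme expressed in HEK293T cells; Input: 0.24 nM Csn5 enzyme, final concentration; Reagent: 10 nM SCFSkp2-Nedd8OG; Compound dosing: 12.5 µM single point; Times: reaction 90 min, room temperature; Technique: fluorescence polarization readout.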
DNMT1 block = human DNMT1 methyltransferase inhibitors, primary screen, biochemical, molecular beacon, fluorescence, HinP1I cleavage, uHTS. 360,000 compounds, 0.83% hits. AID 588458, 2011. inhibition (reported as % activation of signal), % at 10 µM; in the data active = inhibition above about 50%
NadD inh = inhibitors of S. aureus NadD, primary screen, biochemical, colorimetric, uHTS; 360,000 compounds, 0.78% hits; purified NadD enzyme, colorimetric absorbance read-out; Nicotinate-nucleotide adenylyltransferase NadD (Staphylococcus aureus N315); inhibition, % at 20 µM; AID 602399, 2012; in the data active = inhibition above about 26%; also: some compounds past the cut are filed as inactive
PABP1 MLLE inh = inhibitors of PABP1 MLLE–PAM2 peptide binding, primary screen, biochemical, fluorescence polarization, FITC-PAM2, GST-MLLE | Polyadenylate-binding protein 1 (Homo sapiens), P11940 | inhibition, % at 20 µM | 360,000 compounds, 0.36% hits; in the data active = inhibition above about 35%, passing the limit was not always enough;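 also: plate controls were DMSO wells with GST-MLLE for no effect and wells lacking GST-MLLE protein for full effect; some results filed as inactive read as strong as hits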
Target sequence (P11940 whole entry, looked up): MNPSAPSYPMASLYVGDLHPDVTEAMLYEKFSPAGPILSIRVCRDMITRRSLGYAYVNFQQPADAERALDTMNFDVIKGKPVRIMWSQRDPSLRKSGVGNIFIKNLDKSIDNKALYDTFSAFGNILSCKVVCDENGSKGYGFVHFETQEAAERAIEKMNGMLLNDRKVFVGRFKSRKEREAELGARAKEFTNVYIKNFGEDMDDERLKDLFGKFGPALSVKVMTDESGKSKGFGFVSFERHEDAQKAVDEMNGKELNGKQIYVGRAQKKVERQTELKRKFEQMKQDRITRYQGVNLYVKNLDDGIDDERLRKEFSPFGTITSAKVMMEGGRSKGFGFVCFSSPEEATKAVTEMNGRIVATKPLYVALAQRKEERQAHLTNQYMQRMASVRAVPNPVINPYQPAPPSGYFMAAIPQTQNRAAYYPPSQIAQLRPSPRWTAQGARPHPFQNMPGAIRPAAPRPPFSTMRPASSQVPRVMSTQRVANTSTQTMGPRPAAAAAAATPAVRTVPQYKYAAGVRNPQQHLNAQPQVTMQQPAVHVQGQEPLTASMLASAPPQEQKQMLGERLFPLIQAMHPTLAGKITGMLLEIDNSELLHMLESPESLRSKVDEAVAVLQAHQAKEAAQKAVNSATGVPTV
TbMetRS inhib = T. brucei MetRS inhibitors, primary screen, biochemical, luminescence. methionyl-tRNA synthetase (Trypanosoma brucei brucei). purified T. brucei MetRS, ATP depletion, Kinase-Glo luminescence. inhibition, % at 11.9 µM. 360,000 compounds, 0.4% hits. AID 624268, 2012;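 active = inhibition above a per-plate cutoff of the control wells' mean inhibition plus 3 SD, cut at about 5.5% in these data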;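 also: 0% = DMSO wells median and 100% = median of wells with control inhibitor compound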
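Dosing: 11.9 µM single point; system: parasite MetRS enzyme; technique: luminescence of leftover ATP; times: 15 min enzyme-compound preincubation, 2 h reaction, 10 min detection, 25 °C; replicates: each compound tested once; read-out basis: percent inhibition relative to median high and low control wells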
STEP inh = STEP phosphatase inhibitors, primary screen, biochemical, fluorescence intensity, uHTS. recombinant STEP, OMFP fluorogenic substrate. Tyrosine-protein phosphatase non-receptor type 5 (Homo sapiens), P54829. inhibition, % at 20 µM. 360,000 compounds, 0.25% hits. AID 588621, 2011;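 active = inhibition at 20 µM, scaled per plate between control wells, above about 37%, limit read from the data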;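 also: 0% = DMSO with enzyme and substrate and 100% = substrate only without enzyme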
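Assay system: isolated STEP enzyme. Buffer or medium: pH 6.0 Bis-Tris with DTT and Tween 20. Also added: fluorogenic phosphatase substrate OMFP at 25 µM final. Dosing: 20 µM, 1% DMSO. Timing: 20 min reaction, room temperature, in the dark. Measured by: fluorescence intensity, excitation 480 nm, emission 540 nm. Evaluation: normalized % inhibition.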
Scp1 inh = Scp-1 phosphatase inhibitors, primary screen, biochemical, colorimetric, uHTS; Carboxy-terminal domain RNA polymerase II polypeptide A small phosphatase 1 (Homo …; Recombinant Scp1, phosphopeptide, malachite green phosphate absorbance; inhibition, % at 20 µM; 340,000 compounds, 0.88% hits;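 active = inhibition above about 50% at 20 µM, limit read from the data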;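 also: plate controls were DMSO wells with enzyme for no effect and wells lacking enzyme for full effect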
Target sequence (Q9GZU7 76-261 limits assumed): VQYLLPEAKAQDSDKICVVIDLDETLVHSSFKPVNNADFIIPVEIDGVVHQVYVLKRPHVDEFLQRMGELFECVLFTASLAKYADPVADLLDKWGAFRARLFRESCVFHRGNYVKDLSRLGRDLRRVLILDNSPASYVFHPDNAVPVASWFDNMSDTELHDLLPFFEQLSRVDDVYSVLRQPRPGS
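Material – SCP-1 phosphatase catalytic domain, residues 76-261 · Buffer or medium – Acidic Tris acetate buffer with magnesium and detergent · Also added – Phospho 17-mer peptide substrate · Compound – single 20 µM dose, 1% DMSO · Times – 45 min room-temperature reaction, 5 min colour, 30 min stabiliser · Technique – Phosphate-binding colour reagent, absorbance read at 630 nm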
SUMO1 PPI mod = modulators of SUMO1 protein-protein interactions, primary screen, biochemical, uHTS; Small ubiquitin-related modifier 1 (Homo sapiens), P63165; SUMO1 binding to a labelled peptide, TR-FRET, 1 h; inhibition, % at 20 µM; 360,000 compounds, 0.33% hits; AID 602429, 2012; in the data active = inhibition above about 37%
Target sequence (P63165 whole entry, looked up): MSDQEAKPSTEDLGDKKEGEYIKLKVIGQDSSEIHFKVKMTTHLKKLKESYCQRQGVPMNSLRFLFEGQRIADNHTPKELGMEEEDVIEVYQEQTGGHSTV
Rpn11 inh = Rpn11 (PSMD14) deubiquitinase inhibitors, primary screen, biochemical, fluorescence polarization, uHTS; human 26S proteasome, Ub4-pepOG fluorescence polarization; 20S core pre-blocked with epoxomicin; calls only at 20 µM; 360,000 compounds, 0.59% hits; AID 588493, 2011;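 active = inhibition at 20 µM, scaled to each plate's controls, above about 33%, limit read from the data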
LMPTP inh = LMPTP phosphatase inhibitors, primary screen, biochemical, fluorescence intensity, uHTS. recombinant LMPTP-A, OMFP fluorogenic substrate. inhibition, % at 20 µM. 360,000 compounds, 0.22% hits;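 active = compounds that cut the enzyme signal by at least half of the control window in the single-dose screen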;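 also: plate controls were DMSO wells with enzyme plus substrate for no effect and substrate without enzyme for full effect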
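Test system – LMPTP-A phosphatase enzyme · Quantity – 0.625 nM LMPTP-A final · Reagent – OMFP substrate, 400 µM final · Dosing – one test concentration per compound, 20 µM, with 3% DMSO overall · Timing – 50 min enzyme reaction at room temperature, protected from light · Detection – fluorescence intensity · Controls – substrate-only low control, DMSO enzyme-plus-substrate high control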
Numbers without * were called inactive; i = inactive; x = no result given.

SMILES	CSN inh	DNMT1 block	NadD inh	PABP1 MLLE inh	TbMetRS inhib	STEP inh	Scp1 inh	SUMO1 PPI mod	Rpn11 inh	LMPTP inh
COc1cccc(C(=O)OCC(=O)Nc2nnc(-c3ccccc3)o2)c1	0	1	8	-4	-0.1	6	-7	8	i	-0.3
COc1ccc(NC(=O)c2cc([N+](=O)[O-])nn2Cc2ccccc2)c(C)c1	-2	-1	-9	1	-1.3	-2	-17	-13	i	-0.6
CCn1cc(C(=O)N[C@@H](CCSC)C(=O)NCCN2CCOCC2)c(=O)c2cc3c(cc21)OCO3	1	-1	-5	1	-0.7	-2	-3	4	i	-0.3
COc1cc(CN(C)CC2CCCN(CCc3ccc(F)cc3)C2)c(Cl)cc1O (stereo not given)	3	-1	-4	-2	-0.6	-4	4	3	i	0.8
CCOC(=O)/C=C1\SCC(=O)N1Cc1ccc(Br)cc1	0	-5	-6	1	-0.3	-6	-11	0	i	0.9
CC(C)(C)NC(=O)C(c1ccco1)N(Cc1ccc2c(c1)OCO2)C(=O)c1snc(C(N)=O)c1N (stereo not given)	0	-2	1	9	-0.2	0	-3	-12	i	1.5
CCCCn1nnnc1SCC(=O)Nc1ccc2c(c1)OCCO2	-2	1	-10	-2	-0.8	2	13	1	i	-1.2
c1ccc(CNCCN2CCNCC2)nc1	-2	-2	1	7	-0.4	-2	-8	-1	i	-9.5
C=CCN1C(=O)CS/C1=N\S(=O)(=O)c1ccc(Cl)cc1	-4	-7	-8	-7	-0.2	2	-5	2	i	-1.1
COCCSc1ccccc1C(=O)N1CCCC1	5	2	-5	25	0.0	2	-2	3	i	-1.1
CN(Cc1nc2ccccc2c(=O)[nH]1)Cc1cc(=O)oc2ccc3ccccc3c12	1	-1	5	2	0.4	-3	-13	1	i	1.2
CCn1c(=O)c2c(nc(SCC(=O)N3CCC(C)CC3)n2C)n(C)c1=O	4	0	-8	7	-0.2	-2	2	0	i	-0.7
CC(C)(C)c1n[nH]c2c1CCCC2	-1	3	0	-8	-0.3	-3	1	-2	i	-0.5
Cc1cc(C)n2cc(CSc3ccc(Cl)cc3)nc2n1	4	2	-5	17	0.9	-2	-8	-2	i	-0.5
CCCn1nc(C(=O)NC2CCCCCC2)c2ccccc2c1=O	-4	3	6	18	-0.4	-1	-6	-2	i	-0.1

Six entries already listed, arranged by length of the SMILES, lowest first:
SMILES	CSN inh	DNMT1 block	NadD inh	PABP1 MLLE inh	TbMetRS inhib	STEP inh	Scp1 inh	SUMO1 PPI mod	Rpn11 inh	LMPTP inh
c1ccc(CNCCN2CCNCC2)nc1	-2	-2	1	7	-0.4	-2	-8	-1	i	-9.5
CCCn1nc(C(=O)NC2CCCCCC2)c2ccccc2c1=O	-4	3	6	18	-0.4	-1	-6	-2	i	-0.1
C=CCN1C(=O)CS/C1=N\S(=O)(=O)c1ccc(Cl)cc1	-4	-7	-8	-7	-0.2	2	-5	2	i	-1.1
COc1cc(CN(C)CC2CCCN(CCc3ccc(F)cc3)C2)c(Cl)cc1O (stereo not given)	3	-1	-4	-2	-0.6	-4	4	3	i	0.8
COc1ccc(NC(=O)c2cc([N+](=O)[O-])nn2Cc2ccccc2)c(C)c1	-2	-1	-9	1	-1.3	-2	-17	-13	i	-0.6
CC(C)(C)NC(=O)C(c1ccco1)N(Cc1ccc2c(c1)OCO2)C(=O)c1snc(C(N)=O)c1N (stereo not given)	0	-2	1	9	-0.2	0	-3	-12	i	1.5

Further structures follow.
SMILES	CSN inh	DNMT1 block	NadD inh	PABP1 MLLE inh	TbMetRS inhib	STEP inh	Scp1 inh	SUMO1 PPI mod	Rpn11 inh	LMPTP inh
CNc1nnc(SCC(=O)N2c3ccccc3NC(=O)CC2C)s1 (stereo not given)	0	-1	-5	2	-0.3	-1	-1	7	i	-0.1
CCCCCC(=O)OCc1ccc(C2=CC(=O)CC(C)(C)C2=O)cc1	-3	-77	-6	21	-0.4	3	x	-30	i	1.5
Cc1ccc(C)c(S(=O)(=O)N2CCCOC2CNC(=O)C(=O)NCc2cccnc2)c1 (stereo not given)	5	3	-4	-4	-0.4	2	-8	2	i	-3.7
O=C(CN(C(=O)Cn1nnc(-c2ccc(F)cc2)n1)c1ccc(F)cc1)NC1CCCC1	-1	10	-6	3	0.0	-2	-2	-5	i	-0.5
CN(C)C1=NCCN1CCc1cccc(F)c1	0	0	3	-6	-0.2	-2	-6	0	i	-1.8
O=C(COC(=O)/C=C/c1ccco1)NCc1ccccc1	-13	4	-6	2	0.0	-2	0	-2	i	-0.2
Cc1ccc(CNC(=O)CCC2CCCN(C(=O)CCC(F)(F)F)C2)o1 (stereo not given)	4	-1	-4	12	0.6	1	-3	3	i	0.5
CC1(C)CC(=O)C2=C(C1)Nc1cc3c(cc1C2c1ccc(F)cc1)OCO3 (stereo not given)	7	-4	-1	-7	-0.8	2	-9	-3	i	1.7
Cc1ccc2c(C)c(C(=O)NCCc3ccco3)oc2c1C	1	0	-12	-8	0.1	3	-12	5	i	3.1
NS(=O)(=O)c1ccc(NC(=S)N2CCCC2)cc1	-2	1	-5	-28	-0.5	-3	4	-1	i	-0.7
CCN(C(=O)c1ccccc1Cl)c1ccccc1	-12	-2	-9	-8	-0.5	-3	0	1	i	-1.0
O=C(NC1CCN(C(=S)NCc2ccco2)CC1)C1CCCCC1	-1	-1	-3	-52	-1.1	-1	-5	-4	i	-1.3
C#Cc1ccc(NC(=O)C2(C)CCN2C(=O)C2(c3ccccc3)CC2)cc1 (stereo not given)	0	-2	-2	-14	-0.2	-5	x	5	i	0.9
O=C(NC1=NCCS1)c1cc(-c2ccccc2)nn1-c1ccccc1	3	5	2	34	-0.5	3	3	-1	i	0.0
Cc1ccc(CN2C(=O)CCC2C(=O)NC2CC2)cc1 (stereo not given)	5	4	-1	-4	0.4	1	1	1	i	0.3
Cc1cccc(CN2CCN(Cc3ccco3)CC2)c1	-4	1	-2	7	-0.3	-4	20	0	i	-3.3
CC1CCN(C(=O)COC(=O)CSc2ccc(C(N)=O)cc2[N+](=O)[O-])CC1	1	-3	-1	-2	-0.5	0	-1	-31	i	0.3
O=C(NCN1CCN(c2ccccc2F)CC1)c1cccnc1	-1	2	-1	14	0.0	-12	-3	-3	i	-0.8
O=C(Nc1ccccc1O)c1cc(S(=O)(=O)N2CCOCC2)ccc1Cl	3	2	-7	1	-1.3	-7	-5	2	i	-0.6
CN(C(=O)c1ccc2ccccc2c1)c1ccccn1	1	0	4	10	-0.6	-1	7	-10	i	1.0
CCN1CCN(Cc2ccc(NC(=O)c3ccc(C)c(NC(=O)c4nccn4C)c3)cc2C(F)(F)F)CC1	-2	-2	-5	-12	-0.2	1	-8	-2	i	-0.4
CCN(CC)CC(=O)Nc1sc2c(c1C(=O)c1ccccc1C)CCC2	-4	5	2	0	-1.5	1	4	-4	i	0.5
COc1ccc(-n2c(O)c(/C=N/n3cnnc3)c3ccccc3c2=O)cc1	0	-6	27	-5	-0.1	1	-18	-2	i	-1.1
Cc1ccc(S(=O)(=O)NC(=O)NCc2ccccc2)cc1	0	5	-3	-3	-0.8	2	-6	4	i	-1.5
COc1cc(CNCCSc2nnnn2C)cc(Br)c1OCc1ccccc1	2	-2	0	8	0.2	2	-2	1	i	-0.7
O=S(=O)(Nc1ccc(Br)cn1)c1ccc(Cl)s1	-4	-2	-3	-13	-0.2	0	-6	11	i	0.4
O=C(O)c1ccc(/C=C2\SC(=S)N(NC(=O)c3ccc(Br)cc3)C2=O)cc1	-2	5	3	-80	-0.2	2	13	1	i	-0.4
CCOC(=O)C(C(C)=O)c1c(Br)c(O)c(O)c2c(C(=O)c3ccc(C)cc3)coc12 (stereo not given)	-5	-9	18	-98	-0.4	5	-6	3	i	3.7
CCCc1cc(=O)[nH]c(Nc2ccc(O)cc2)n1	0	-4	0	5	0.2	-2	-2	4	i	0.3
Cc1ccc(Cn2c(C(C)Nc3nc(-c4ccc(F)cc4)cs3)nc3cc(C(=O)NCCCO)ccc32)cc1 (stereo not given)	2	-31	-10	-56	-0.3	1	-6	2	i	3.6
Cc1ccc(CNC(=O)Cn2ccc3ccccc3c2=O)o1	0	3	-2	-14	-2.4	-5	-2	0	i	-1.4
CC(CCn1cccn1)NC(=O)c1cc(COc2ccc(F)cc2F)on1 (stereo not given)	-18	2	-3	-5	-0.9	-1	1	-2	i	-0.5
O=C(NC1CCCC1)C1CCCN(S(=O)(=O)c2ccc(-n3cnnn3)cc2)C1 (stereo not given)	-2	0	-1	-6	-0.1	2	-6	-4	i	-0.8

Record cards, from the list above. Values in the order: CSN inh, DNMT1 block, NadD inh, PABP1 MLLE inh, TbMetRS inhib, STEP inh, Scp1 inh, SUMO1 PPI mod, Rpn11 inh, LMPTP inh
CC(CCn1cccn1)NC(=O)c1cc(COc2ccc(F)cc2F)on1 (stereo not given) across the screens: -18, 2, -3, -5, -0.9, -1, 1, -2, i, -0.5
O=C(Nc1ccccc1O)c1cc(S(=O)(=O)N2CCOCC2)ccc1Cl across the screens: 3, 2, -7, 1, -1.3, -7, -5, 2, i, -0.6
